Source: PubChem BioAssay (National Center for Advancing Translational Sciences (NCATS))
RECQ1 inh: RECQ1 (human) helicase inhibition. P46063. RECQ1 DNA unwinding, red fluorescence kinetic read. Potency, µM (doses to about 57.3 µM), without a hit: top-dose activity, negative = inhibition, actives largely listed as inhibitors. hit rate 0.54% among 240,000. AID 2549;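 note: plate controls were vehicle for no effect and no enzyme for full effect; nearly all actives have a fitted effect of over 30% in size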
Target sequence (P46063 whole entry, looked up): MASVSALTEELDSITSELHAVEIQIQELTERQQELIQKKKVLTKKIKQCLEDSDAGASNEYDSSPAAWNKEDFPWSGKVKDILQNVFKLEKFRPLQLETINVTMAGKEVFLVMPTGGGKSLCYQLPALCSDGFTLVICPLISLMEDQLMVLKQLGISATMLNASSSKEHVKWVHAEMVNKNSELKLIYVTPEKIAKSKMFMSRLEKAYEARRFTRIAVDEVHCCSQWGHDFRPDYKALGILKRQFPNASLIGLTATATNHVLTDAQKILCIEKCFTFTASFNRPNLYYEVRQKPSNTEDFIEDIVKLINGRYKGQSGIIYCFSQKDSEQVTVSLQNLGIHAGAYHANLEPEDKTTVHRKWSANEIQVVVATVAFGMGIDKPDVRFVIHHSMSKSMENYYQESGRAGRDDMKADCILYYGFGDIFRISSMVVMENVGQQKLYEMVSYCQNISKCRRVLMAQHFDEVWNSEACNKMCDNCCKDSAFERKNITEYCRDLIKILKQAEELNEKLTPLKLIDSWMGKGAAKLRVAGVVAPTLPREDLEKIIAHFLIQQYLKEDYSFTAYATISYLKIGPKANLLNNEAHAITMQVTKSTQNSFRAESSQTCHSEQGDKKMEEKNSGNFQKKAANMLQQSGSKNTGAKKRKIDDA
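50 nM RECQ1T1 preincubated 15 min with compound in Tris pH 8.0 buffer with MgCl2, DTT, Tween-20 and 2.5 ug/ml poly(dI-dC); started with 200 nM TAMRA/BHQ-2 forked duplex and 2 mM ATP. Unwinding read as fluorescence (525/598 nm), two reads 2 h apart.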
SMN2 splice up: SMN2 splice variant enhancement; HEK293 SMN2-luciferase splicing reporter, luminescence, 30-36 h; Potency, µM (top dose mostly 46.1 µM), for the others: top-dose activity change, positive = activation, hits mostly activators; hit rate 2.8% among 210,000; note: % of control where 0% means no effect; nearly all actives have a fitted effect of over 55% in size
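HEK293 cells carry an SMN2 minigene-luciferase reporter in which exon 7 inclusion puts luciferase in frame. Cells were seeded at 2000 cells/well, attached for 10-12 hours, then exposed to compounds for 30-36 hours at 37C before ONE-Glo luminescence.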
LMNA splice mod: changes lamin A minigene splicing in HeLa cells | HeLa LMNA splicing GFP/RFP minigene ratio, 48 h | Potency, µM (highest dose often 46.1 µM), inactives show top-dose ratio change, negative = inhibition, usual class: inhibitors | hit rate 0.01% among 200,000 | AID 1487; active = well fitted inhibition curve with a large enough effect in the signal ratio, with a control signal flat, not every such curve was filed as active; inconclusive = small, poorly fitted or top-dose-only effect, or effect the other way, or a change in a side signal; the % refers to the signal ratio; note: % is set by controls: 0 for no effect and ±100 for the full control effect
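S3 HeLa stable clones carrying a lamin A-EGFP splicing minigene plus DsRed2 were seeded at 600 cells/well in Opti-MEM with 2% FBS, pin-dosed and incubated 48 h at 37°C. Acumen cytometry (488 nm) gave the GFP/RFP total-intensity ratio.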
ALDH1A1 block: ALDH1A1 (human) enzyme inhibition | P00352 | hit rate 7.3% among 220,000 | Purified ALDH1A1, NADH fluorescence, propionaldehyde substrate | Potency, µM (series often up to 75.3 µM), without a hit: top-dose activity, negative = inhibition, usual class: inhibitors | AID 1030; active = well fitted inhibition curve with a large enough effect, not every such curve was filed as active; inconclusive = small, poorly fitted or top-dose-only effect, or another doubt; inactive = no such curve, though single readings can be large or run the other way;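 note: plate controls were no enzyme wells and a reference inhibitor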
L3MBTL1 block: L3MBTL1 (human) inhibition; Q9Y468; AlphaScreen L3MBTL1–H3K9me1 peptide binding; Potency, µM (doses to about 57.1 µM), inactives show top-dose activity, negative = inhibition, hits mostly inhibitors; hit rate 0.66% among 230,000; AID 485360; note: % is set by controls: 0 for no effect and ±100 for the full control effect; nearly all actives have a fitted effect of over 60% in size
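Read-out is AlphaScreen signal from streptavidin donor and nickel chelate acceptor beads (10 ug/mL final each) bridging L3MBTL1 (50 nM) and biotinylated K9-monomethylated H3(1-15) peptide (75 nM), after 30 min compound exposure at room temperature.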
KinaseGlo FLuc: blocks Kinase-Glo luciferase, a counter-screen artifact. Q27757. Kinase-Glo luciferase, ATP luminescence, 8 min. Potency, µM (top dose mostly 38.3 µM), without a hit: at the highest dose activity change, negative = inhibition, actives largely listed as inhibitors. hit rate 0.28% among 200,000. AID 1379; note: % is set by controls: 0 for no effect and ±100 for the full control effect; nearly all actives have a fitted effect of over 60% in size
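Compounds were added to a substrate mix at pH 7.2 (50 mM imidazole, 10 uM ATP, within the enzyme's linear range), followed by Kinase-Glo detection reagent; luminescence was measured after 8 minutes at ambient temperature.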
Tau fibril ThT: inhibitors of human tau fibril formation, thioflavin T binding | P10636 | recombinant tau K18 P301L (four-repeat tau fragment), heparin-induced fibrillization, ThT fluorescence | Potency, µM (titrated, usually from 57.4 µM), without a hit: top-dose activity, negative = inhibition, actives largely listed as inhibitors | hit rate 2.1% among 270,000 | AID 1460; note: % is set by controls: 0 for no effect and ±100 for the full control effect; nearly all actives have a fitted effect of over 55% in size
Target sequence (P10636 561-689 P618L limits assumed): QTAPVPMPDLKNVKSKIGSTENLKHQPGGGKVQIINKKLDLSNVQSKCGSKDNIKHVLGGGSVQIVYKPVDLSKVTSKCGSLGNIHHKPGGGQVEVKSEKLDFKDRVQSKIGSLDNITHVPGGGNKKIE
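Aggregation was driven by heparin (20 uM final) acting on recombinant tau […] bearing P301L in 100 mM sodium acetate pH 7; fibrils were detected with Thioflavin T.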
JMJD2E inh: inhibitors of human JMJD2E histone demethylase; JMJD2E catalytic domain, FDH-coupled NADH fluorescence (FDH is formaldehyde dehydrogenase); Potency, µM (series often up to 57.1 µM), inactives show at the top dose activity change, negative = inhibition, most hits filed as inhibitors; hit rate 1.6% among 230,000; active = well fitted inhibition curve with a large enough effect, not every such curve was filed as active; inconclusive = small, poorly fitted or top-dose-only effect, or another doubt; inactive = no such curve, though single readings can be large or run the other way;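 note: 0% = wells with enzyme and -100% = buffer wells without enzyme; nearly all actives have a fitted effect of over 50% in size; many of its hits are not listed in these tables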
* = called active by the depositor; i = inactive; ? = inconclusive; . = not tested or not shown; & = joins results of further samples; [ ] = dose if it differs, or a comment. Unless noted, calls come from the whole dose curve; as a rule, active = well fitted curve in the direction sought with a large enough effect; inconclusive = small, poorly fitted or top-dose-only effect, or another doubt; inactive = no such curve, though single readings can be large; an effect the other way counts as inactive or inconclusive. Potency is the fitted concentration of half-maximal effect. Only part of the results is shown; count on the stated rates, not on these rows.

#	molecule	RECQ1 inh	SMN2 splice up	LMNA splice mod	ALDH1A1 block	L3MBTL1 block	KinaseGlo FLuc	Tau fibril ThT	JMJD2E inh
1	CCOc1ccc(-c2n[nH]c(=S)o2)cc1	i	17%	.	?	3%	8%	-9%	?
2	CCC(=O)Nc1ccc(C(=O)NNC(=O)c2ccc([N+](=O)[O-])cc2)cc1	i	15%	.	5%	11%	1%	-15%	3%
3	CCCCCC(=O)NC(=S)Nc1cccc(C(C)=O)c1	-2%	.	0%	?	0%	0%	6%	0%
4	Cc1cc([N+](=O)[O-])nn1CC(=O)N/N=C/c1ccccc1F	-2%	.	.	.	-2%	.	5%	-4%
5	CCCCN=C1NC(=O)C(CC(=O)NCCc2ccc(OC)cc2)S1 (configuration not stated)	-2%	-9%	-7%	?	1%	-2%	7%	8%
6	Cc1ccc(C(=O)CSc2nnc(-c3cccnc3)n2N)cc1	-1%	?	-17%	?	-2%	1%	-12%	1%
7	COC(=O)c1ccccc1S(=O)(=O)N(Cc1cc2cc3c(cc2[nH]c1=O)OCO3)C1CCCCC1	-17%	?	-3%	4%	-1%	2%	1%	?
8	Cn1c(CNc2ccccc2)nc2ccccc21	i	18µM*	0%	-8%	3%	?	-13%	?
9	Cc1noc(C(=O)Nc2c(C)nn(Cc3ccccc3)c2C)c1Cl	-2%	12%	-1%	5%	.	16%	-13%	-5%
10	CC(C)(C)c1ccc(C(=O)NNC(=O)c2ccc(Cl)cc2)cc1	-16%	7%	-8%	-4%	3%	0%	-10%	-2%
11	O=C(CCCC(=O)NCc1ccc(F)cc1)NCc1ccc(F)cc1	i	5%	?	4%	7%	7%	-5%	8%
12	Cc1cc(=O)n(C)c(=O)n1CC(=O)N1CCCCCC1	i	-8%	13%	?	46%[activator]	1%	23%	-2%
13	CCCCOc1ccc(NC(=O)C2OC3OC(C)(C)OC3C3OC(C)(C)OC23)cc1 (configuration not stated)	-4%	3%[1.84 µM]	-9%	20%	2%	1%	-1%	1%
14	Cc1nc(-c2ccccc2)sc1-c1nc(-c2ccccc2)ncc1S(=O)(=O)c1ccccc1	2%	-26%	7%	?	8%	0%	-9%	2%
15	COCCCNC(=S)NCCCNc1nc2cc3c(cc2cc1C#N)OCO3	-1%	-10%	-10%	?	16%	-1%	-13%	?
16	CC(=O)Nc1nc(-c2cc([N+](=O)[O-])cs2)cs1	i	14%	-8%[46 µM]	3%	7%	0%	-4%	0%
17	Cc1cccc(OC(=O)n2c(=S)oc3cc(Cl)ccc32)c1	-5%	-9%	-9%	3.5µM*	10%	3%	-3%	?
18	CCOC(=O)c1c(C)c(C(=O)O)n(C)c1C	-5%	-10%	0%	3%	3%	0%	-6%	5%
19	COc1ccc(CNC(=O)C2CC(c3ccc(OC)cc3)=NO2)cc1 (configuration not stated)	i	1%	?	8%	6%	0%	1%	8%
20	Cc1ccc(C(=O)COC(=O)c2cn(-c3ccccc3)nc2-c2ccccc2)cc1[N+](=O)[O-]	-6%	-1%[1.84 µM]	?	-8%	-10%	-4%	-5%	-5%
21	CCCn1c(SCC(=O)Nc2ccc(OC)cc2)nnc1-c1ccncc1	-4%	-17%	3%	5%	.	-3%	-10%	-7%
22	C=CCNC(=O)N1CCCC(C(=O)c2cccc(Cl)c2)C1 (configuration not stated)	-16%	.	.	5%	7%	.	1%	9%
23	COc1ccc(CCNC(=O)CCn2c(SCC#N)nc3ccccc3c2=O)cc1OC	-5%	-2%	10%	20µM*	4%	-2%	-17%	4%
24	CC(Cc1cccs1)NC(=O)Nc1ccccc1 (configuration not stated)	-15%	-12%	6%	3%	8%	0%	-4%	-3%
25	CCOC(=O)NN1C(=O)c2ccccc2NC1c1ccc(OC)cc1OC (configuration not stated)	0%	-15%	.	?	.	0%	-6%	?
26	Cc1cccc(-c2nc3c(c(SCC(N)=O)n2)CCCC3)c1	0%	-13%	-12%	7%	-3%	-1%	-19%	-1%
27	Cc1ccc(C(C(=O)NC(C)(C)C)N(Cc2ccco2)C(=O)Cn2nnc(-c3cccs3)n2)cc1 (configuration not stated)	-3%	3%	-4%	3%	-4%	-2%	-3%	10%
28	CCCCCn1c(-c2ccco2)nc2nc3ccccc3nc21	i	8%	-15%	?	?	-1%	-16%	?
29	COc1ccc(Nc2cc(C(=O)NCCCN3CCOCC3)c3ccccc3n2)cc1OC	-7%	3%	2%	11%	.	-6%	?	-1%
30	CC(C)[C@@H]1CC[C@@H](C)C[C@H]1OC(=O)C[n+]1cc(-c2ccc(Cl)cc2)n2c1CCCCC2	-6%	.	.	.	2%	.	-12%	8%
31	COc1ccc(CNC(=O)C2CCCN2S(=O)(=O)c2ccc(Cl)cc2)cc1 (configuration not stated)	0%	-25%	-10%	3%	4%	3%	-1%	-2%
32	Cc1cc(C)c(S(=O)(=O)N2CCN(c3ccc([N+](=O)[O-])c(-n4nc(C)cc4C)c3)CC2)c(C)c1	i	-12%	2%[0.0737 µM]	-4%	-8%	1%	-12%	2%
33	O=c1[nH]ncc(N2CCCCC2)c1Cl	-1%	13%	17%	-4%	-2%	9%	-3%	-2%
34	COc1ccc2nc3c(c(-c4ccccc4)c2c1)CCC3	-2%&-15%	-17%&-16%	-12%	?	6%	1%&-1%	?	?
35	CC1CCCN(c2c([N+](=O)[O-])c(=O)oc3ccccc23)C1 (configuration not stated)	5%	-9%	-11%	8%	-1%	1%	-3%	5%
36	Nc1nc(SCC(=O)NCCCO)nc2sc3c(c12)CCC3	12%	-7%	9%	2%	-5%	-4%	-10%	-16%
37	c1ccc(-c2csc(-c3nc4ccccc4[nH]3)n2)cc1	0%	.	.	?	.	-11%	?	?
38	COc1ccccc1C(=O)ON=C1c2ccccc2-c2ccccc21	7%	-13%	-20%	?	28%	3%	8%	-8%
39	O=C(Cn1nc(Cc2cccnc2)c2ccccc2c1=O)N1CCN(c2ccccn2)CC1	-5%	-2%	-1%	-13%	3%	0%	-8%	?
40	Cc1ccccc1NC(=S)N(CCCN1CCOCC1)Cc1cccs1	-13%	-12%[1.84 µM]	-2%	14%	2%	0%	0%	-8%
41	Clc1ccc(CSc2nnc(-c3c[nH]c4ccccc34)o2)cc1	i	.	-13%	0%	.	-4%	4%	-4%
42	CC(C)c1cc(C(N)=O)c(NC(=O)c2cccc(COc3ccc(Br)cc3)c2)s1	-16%	.	?	?	.	-5%	0%	?
43	O=C(N[C@@H](CO)[C@@H](O)c1ccc([N+](=O)[O-])cc1)C(Cl)Cl	-12%[25.9 µM]	-21%[20.6 µM]	-19%	0%[20.9 µM]	.	-2%[17.1 µM]	.	9%[25.5 µM]
44	CCCCc1ccc(NC(=S)N2CCN(c3ncccn3)CC2)cc1	15%	-3%	.	-16%	9%	1%	?	?
45	CC1OC(Oc2c(-c3cc(O)c(O)c(O)c3)oc3cc(O)cc(O)c3c2=O)C(O)C(O)C1O (configuration not stated)	1%	.	.	.	?	.	?	3%
46	O=[N+]([O-])c1ncn(Cc2c(Cl)cccc2Cl)n1	1%	-35%[inhibitor]	?	-5%	7%	-1%	-3%	7%
47	CC(=O)Nc1cccc(N(C)S(C)(=O)=O)c1	5%	8%	4%	-3%	.	0%	-8%	-5%
48	O=S(=O)(NCc1cccnc1)c1cccc2cccnc12	-19%	4%	-7%	-4%	.	1%	-2%	4%
49	Cc1ccc(-c2nc3cc(NC(=O)C(C)C)ccc3o2)cc1	-13%	0.56µM*	-6%	?	-9%	-14%	9%	-2%
50	O=c1cc(COc2ncnc3c(Cl)cc(Cl)cc23)nc2sccn12	i	.	15%[46 µM]	-8%	-1%	.	3%	-4%
51	OCC(O)C(O)C(O)C(O)C(O)CO (configuration not stated)	-9%	9%	-10%	-7%	.	-5%	-2%	2%
52	CN(C)CCn1c(=O)n(-c2ccc(F)cc2)c(=O)c2c3c(sc21)CCCCC3	-1%	.	.	?	-17%	.	-14%	1%
53	COc1ccc(C2=NN(S(C)(=O)=O)C(c3cccs3)C2)cc1 (configuration not stated)	i	.	.	?	13%	-27%	-5%	1%
54	O=C(Nc1ccccc1Cl)C1CC(=O)n2c(nc3ccccc32)N1 (configuration not stated)	i	3%	-9%[46 µM]	10%	4%	-1%	2%	2%
55	O=C(NCCc1cccs1)C1CC(c2c(Cl)cccc2Cl)=NO1 (configuration not stated)	-2%	-2%	14%	-1%	-8%	2%	-11%	-2%
56	COCC(=O)NNC(=O)c1ccc(OC)cc1	-21%	3%	?	7%	?	-1%	-3%	9%
57	CN1CCN(c2ccc([N+](=O)[O-])cc2NC(=O)c2ccccc2Cl)CC1	i	-1%	-2%	?	7%	-3%	-4%	7%
58	Cc1cccc2nc(CSc3nnc4ccccn34)cn12	i	?	-14%	3%	.	-5%	6%	5%
59	CC(NC(=O)C1CCC(=O)N1Cc1ccc(F)cc1)c1ccc2c(c1)OCCO2 (configuration not stated)	-9%	-10%	-1%	3%	5%	-2%	-3%	-1%
60	O=C(NCc1ccccn1)Nc1cccc(NC(=O)NCc2ccccn2)c1	i	?	5%	2%	16%[11.4 µM]	-2%	-8%	3%

Further results:
#	molecule	RECQ1 inh	SMN2 splice up	LMNA splice mod	ALDH1A1 block	L3MBTL1 block	KinaseGlo FLuc	Tau fibril ThT	JMJD2E inh
61	O=C(O)CCc1nc(-c2ccccc2Cl)no1	i	-2%	3%	-7%	10%	1%	4%	5%
62	COc1nc(OC)nc(N2CCC(C(=O)NCc3ccco3)CC2)n1	-5%	6%	13%	12%	0%	0%	-2%	5%
63	COC(=O)c1cc(OC)c(OC)cc1NC(=S)N1CCCC1	28%	7%	.	-16%	-1%	3%	1%	-1%
64	O=C(/C=C/c1ccc([N+](=O)[O-])cc1)OCc1cnc(-c2ccccc2)o1	-12%	-10%	.	4%	.	-1%	-19%	-1%
